# IkB sig inh: suppresses IkB signaling in ABC-DLBCL reporter cells | ABC-DLBCL IkBa-CBG/CBR dual luciferase ratio, 4 h; response scale: scaled: untreated 0%, proteasome inhibitor 100% | Potency, µM (top dose mostly 57.1 µM), for the others: at the top dose IkBa stabilization activation | 0.04% of 110,000 active | AID 445; active = well fitted curve in the direction sought with a large enough effect in the signal ratio, not every such curve was filed as active; inconclusive = small, poorly fitted or top-dose-only effect, or a change in a side signal; the % refers to the signal ratio;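 note: the direction sought is a rising ratio; 0% = basal untreated cells and 100% = reference inhibitor full response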
#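 Luminescence ratio of IκBα-fused green versus native red beetle luciferase in OCI-Ly3 cells, 4 h post-doxycycline with compound; red signal alone, scaled from basal (0%) to zero light (-100%), flagged nonspecific or cytotoxic effects.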
# p53ts 39C tox: kills p53ts cells at the nonpermissive temperature | H1299-p53A138V viability at 39C, ATP luminescence, 24 h | Potency, µM (titrated, usually from 46.1 µM), inactives show at the top dose activity change, negative = cell killing, hits mostly cytotoxic | 1.5% of 130,000 active | AID 902; note: nearly all actives have a fitted effect of over 55% in size
# Peg3 imprint: genomic imprint erasure induction; mouse ES Peg3-LacZ reporter, beta-gal luminescence, 40 h; Potency, µM (top dose mostly 60.7 µM), for inactives: top-dose activity change, positive = activation, usual class: activators; 0.02% of 110,000 active; AID 1948;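 note: 0% = negative control wells on the plate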
#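 Imprint erasure is scored as LacZ activity from the silenced maternal Peg3 allele in feeder-free female ES cells cultured 40 h with LIF. Luminescence is normalized to in-plate negative controls and fitted to the Hill equation.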
# p53ts 32C tox: cytotoxicity in p53ts cells at permissive temperature; 0.93% of 130,000 active; Potency, µM (series often up to 46.1 µM), without a hit: at the highest dose activity change, negative = cytotoxicity, most hits filed as cytotoxic; H1299-p53A138V at 32C, ATP luminescence viability, 24 h; AID 924;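 note: 0% = DMSO and -100% = full killing by reference compound; nearly all actives have a fitted effect of over 55% in size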
#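 Cells: H1299 p53ts (A138V), 600/well, pre-incubated 16–30 h at 37C. Cpd up to 46 uM, 24 h, 32C. Readout: ATPlite luminescence, 20 min RT. Normalization: DMSO vs tamoxifen 100 uM. AC50 by Hill equation.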
# * = called active by the depositor; u = inconclusive; x = no result given; [ ] = dose if it differs, or a comment. Unless noted, calls come from the whole dose curve; as a rule, active = well fitted curve in the direction sought with a large enough effect; inconclusive = small, poorly fitted or top-dose-only effect, or another doubt; inactive = no such curve, though single readings can be large; an effect the other way counts as inactive or inconclusive. Unless noted, % is set by controls: 0 for no effect and ±100 for the full control effect; potency is the fitted concentration of half-maximal effect.
SMILES,IkB sig inh,p53ts 39C tox,Peg3 imprint,p53ts 32C tox
COCc1c(C(=O)OCC(=O)N2c3ccccc3NC(=O)C2(C)C)oc2ccccc12,u,-9.5%,-4.9%,0.9%
Cc1cccc(NC(=O)CN2C(=O)CSc3ccc(S(=O)(=O)N4CCCC4)cc32)c1C,-1.2%,-14.7%,-14.5%[10.9 µM],10.2%
c1ccc(Nc2nn[nH]n2)cc1,u,11.7%,27.5%,-4.6%
O=C(Nc1ccc2oc(=O)ccc2c1)c1ccco1,0.3%,u,-29.7%,-22.2%
COC(=O)c1cc2occc2n1CC(=O)Nc1ccc(C(C)C)cc1,-0.9%,-17.9%,-4.4%[10.9 µM],8.5%
CC(=O)c1ccc(N2C(=O)Nc3ccccc3S2(=O)=O)cc1,-0.5%,-27.4%,-4.4%[10.9 µM],-1.2%
COc1ccc(CCNC(=O)Cn2cnc3c(nnn3Cc3ccccc3F)c2=O)cc1OC,-0.8%,8.6%,11.4%,-5.9%
O=C(N1CCOCC1)C1(c2ccccc2)CCCCC1,0.7%,9.9%,13.0%,5.0%
CCn1cc(Br)c(C(=O)NCc2ccco2)n1,0.4%,0.0%,0.5%,-0.9%
CCOC(=O)c1ccc(NS(=O)(=O)c2ccc3c(c2)n(C)c(=O)n3C)cc1,u,0.4%,-14.8%[10.9 µM],-3.7%
CCCN(CCC)CCNC(=O)c1sc2nc3n(c(=O)c2c1C)CCCCC3,3.1%,u,-11.4%[10.9 µM],-1.6%
CCOC(=O)CNC(=O)c1ccc(-c2nn(C)c(=O)c3ccccc23)cc1,6.9%,-11.0%,-11.6%[10.9 µM],-2.6%
Cc1cc(C)nc(SCc2cccc(C(=O)O)c2)n1,-0.6%,10.8%,-43.7%[inhibitor],-10.1%
Cc1cc(OCCOCCN2CCCC2)ccc1C(C)C,-1.3%,10.4%,-17.7%,-9.3%
CCOC(=O)C1CCCCN1C(=O)CCc1c(C)nc2cc(-c3ccccc3)nn2c1C (stereo not drawn),u,-14.3%,-13.6%,19.3%
CCOC(=O)c1nc(-c2ccccc2)oc1N(C)C,0.4%,-3.5%,-4.7%,5.4%
CCOc1ccc(N2CC(C(=O)Nc3ccc(N4CCOCC4)cc3)CC2=O)cc1 (stereo not drawn),x,0.1%,x,-10.9%
O=C(C(Cc1ccccc1)N1C(=O)C2C3C=CC(C3)C2C1=O)N1CCCCC1 (stereo not drawn),1.1%,4.6%,-4.9%,5.3%
Cc1ccc2cccc(NC(=O)C(C)Oc3ccc(C)c(C)c3)c2n1 (stereo not drawn),-0.1%,5.5%,-15.6%[10.9 µM],1.1%
Cc1nc2ccccn2c1/C(O)=C1\C(=O)C(=O)N(CCCN(C)C)C1c1ccc(Cl)cc1 (stereo not drawn),u,-1.3%,-3.6%,-1.5%
Cn1c(SCC(=O)NCCN2C(=O)CSC2=O)nc2ccccc2c1=O,-0.4%,-6.4%,-6.6%,5.4%
Cc1cc(C(=O)Nc2nc3c(s2)CCCC3)cs1,x,u,x,u
Cc1cc(C)nc(/N=C2/NC(=O)CS2)n1,-0.7%,3.7%,11.6%,-10.0%
Cc1cc(C)cc(-n2c(SCC(N)=O)nc3c([nH]c4ccccc43)c2=O)c1,-1.9%,-9.2%,4.7%[10.9 µM],1.5%
COc1cccc(C2C(=O)N(C3CCCCC3)CC(=O)N2Cc2ccc(Cl)cc2)c1 (stereo not drawn),u,-25.0%,-9.9%[10.9 µM],1.8%
COc1ccc(-n2ccn(Cc3ccc(C)cc3)c(=O)c2=O)cc1OC,0.7%,-16.1%,-13.5%[10.9 µM],3.0%
COc1ccc(CCC(=O)NC2CC(=O)N(c3cccc(F)c3)C2)cc1 (stereo not drawn),2.0%,10.4%,15.0%[10.9 µM],10.2%
c1ncc(-c2ccc3c(c2)OCO3)c(NCCc2cnc[nH]2)n1,-4.5%[11.4 µM],-2.1%,12.4%,-0.3%
CCC1(N(C(C)=O)c2ccc(OC)cc2)C(=O)c2ccccc2C1=O,-1.5%,7.0%,-13.0%,3.4%
CC1(C(=O)NCc2ccccn2)C=CCN1C(=O)c1ccccc1 (stereo not drawn),x,0.8%,-7.9%,1.7%

# Pulled by compound from the list above, two records:
SMILES,IkB sig inh,p53ts 39C tox,Peg3 imprint,p53ts 32C tox
Cc1cc(C)nc(/N=C2/NC(=O)CS2)n1,-0.7%,3.7%,11.6%,-10.0%
Cc1cc(C(=O)Nc2nc3c(s2)CCCC3)cs1,x,u,x,u

# The main list resumes, repeating the 6 entries before the break.
SMILES,IkB sig inh,p53ts 39C tox,Peg3 imprint,p53ts 32C tox
COc1cccc(C2C(=O)N(C3CCCCC3)CC(=O)N2Cc2ccc(Cl)cc2)c1 (stereo not drawn),u,-25.0%,-9.9%[10.9 µM],1.8%
COc1ccc(-n2ccn(Cc3ccc(C)cc3)c(=O)c2=O)cc1OC,0.7%,-16.1%,-13.5%[10.9 µM],3.0%
COc1ccc(CCC(=O)NC2CC(=O)N(c3cccc(F)c3)C2)cc1 (stereo not drawn),2.0%,10.4%,15.0%[10.9 µM],10.2%
c1ncc(-c2ccc3c(c2)OCO3)c(NCCc2cnc[nH]2)n1,-4.5%[11.4 µM],-2.1%,12.4%,-0.3%
CCC1(N(C(C)=O)c2ccc(OC)cc2)C(=O)c2ccccc2C1=O,-1.5%,7.0%,-13.0%,3.4%
CC1(C(=O)NCc2ccccn2)C=CCN1C(=O)c1ccccc1 (stereo not drawn),x,0.8%,-7.9%,1.7%
COc1ccc(CCC(=O)NCCc2csc(-c3ccc(Cl)cc3)n2)cc1,1.3%,-7.3%,1.8%[10.9 µM],-2.4%
CC(C)CCn1c(CN2CCN(Cc3ccccc3)CC2)nc2c1c(=O)[nH]c(=O)n2C,-1.4%,19.4%,-2.4%,0.3%
Cn1c(=O)c2sccc2n2c(CCCC(=O)Nc3ccc(Cl)cc3)nnc12,0.3%,9.3%,-16.1%[10.9 µM],1.8%
Cc1onc(-c2ccccc2Cl)c1C(=O)NCc1ccccn1,0.7%,-3.1%,5.4%,7.8%
CC(C)c1ccc(NC(=O)c2cc(S(=O)(=O)N3CCCCC3)cn2C)cc1,0.1%,-10.3%,-4.5%[10.9 µM],-17.9%
Cc1nc(SCC#N)c2c3c(sc2n1)CCC3,-6.1%,1.9%,25.1%,-2.5%
S=C1SCN(CCN2CCOCC2)CN1Cc1ccccc1,0.0%,1.4%,-2.8%,3.2%
COc1ccc(C)cc1S(=O)(=O)N1CCN(S(=O)(=O)c2cc(C)ccc2OC)C(C)C1 (stereo not drawn),2.2%,3.5%,-14.6%,4.8%
CCOc1ccc(-c2cc3c(=O)n(CC(=O)NCc4ccccc4)ccn3n2)cc1,-1.0%,u,-15.9%[10.9 µM],u
COc1cccc(CNC(=O)c2cc3n(n2)CCCN(Cc2ccc(C)cc2)C3=O)c1OC,0.3%,-22.7%,9.2%[10.9 µM],-4.1%
COc1ccc(CC(=O)NCCc2csc(-c3ccc(C(F)(F)F)cc3)n2)cc1,3.3%,-16.9%,14.2%[10.9 µM],7.5%
Cc1cc(C(=O)CN2C(=O)NC(c3ccccc3)(c3ccccc3)C2=O)c(C)n1Cc1ccco1,1.4%,-0.3%,-6.2%,8.5%
CCOc1ccc(-c2cccc(NS(=O)(=O)c3ccc(C)s3)c2)nn1,1.6%,-7.7%,0.4%[10.9 µM],-9.4%
C[C@H](NC(=O)Nc1ccccc1F)C(=O)O,1.4%,4.6%,-8.8%,0.1%
CCc1n[nH]c2c1/C(=N\O)CC(C)(C)C2,-0.8%,13.7%,9.0%,13.5%
CCOC(=O)/C(C#N)=C1/C=CN(c2ccccc2)C=N1,0.0%,1.9%,-6.6%,-13.8%
CCN1C(=O)C(Cc2nc3ccccc3c(=O)n2-c2cccc(C)c2)c2ccccc21 (stereo not drawn),-1.7%,-16.9%,10.3%[10.9 µM],8.2%
Cc1cccc(Oc2ncnc(N)c2[N+](=O)[O-])c1C,x,8.0%,x,33.9%[activator]
COc1ccc(NC(=O)CSc2[nH]c(=O)cc(C)c2C#N)cc1OC,3.6%,5.3%,-5.6%,-8.8%
COC(=O)c1c(OC)cc2c(c1C)Oc1c(Cl)c(O)c(Cl)c(C)c1C(=O)O2,x,-14.9%,-7.7%,-18.8%
O=C(Nc1ccc(Cl)c(Cl)c1)N1CC=CCC1,11.9%,-16.7%,-51.5%[inhibitor],-14.9%
Cc1cc(C)cc(NC(=O)C2CCCN(c3nccc(C)n3)C2)c1 (stereo not drawn),2.9%,-10.8%,-14.7%,11.9%
O=S(=O)(NCCc1csc(-c2cccnc2)n1)c1ccc2c(c1)OCCO2,u,-3.7%,-20.4%,4.7%
CN(C)c1ncnc2ccc(-c3ccccc3C#N)cc12,-0.6%[11.4 µM],10.4%,u,8.1%
COc1cc(OC)c(NC(=O)c2c(-c3ccccc3)noc2C)cc1Cl,0.7%,-3.8%,-9.9%,-2.0%
CCOc1cccc(CC(=O)N2CCc3c([nH]c4ccccc34)C2c2ccc(F)cc2)c1OCC (stereo not drawn),0.0%,-8.7%,-1.9%[10.9 µM],10.8%
Cc1cc(NC(=O)C2CCN(S(=O)(=O)Cc3ccccc3)CC2)ccc1-n1cnnn1,0.4%,-5.7%,-4.6%,1.7%
CCc1ccc(-n2c(=O)c3c(C)c(C(=O)N(C)C)sc3n(Cc3ccccc3C#N)c2=O)cc1,-0.6%,12.8%,-9.7%[10.9 µM],-0.5%
CCC(=O)NCCc1nc2ccccc2n1Cc1ccccc1,x,-7.8%,x,-4.2%
CCOc1cc2oc(=O)c3c(c2cc1Cl)CCC3,-0.2%,-2.6%,6.6%,-1.4%
Cc1ccc(N(CC(=O)NCc2ccc3c(c2)OCO3)S(=O)(=O)c2c(C)noc2C)cc1,-0.6%,7.8%,-10.5%,7.3%
COc1ccccc1-c1nc(-c2ccc(C)nc2OC)no1,-6.4%,u,-31.9%[inhibitor],u
Cc1ccc(C)c(OCCCC(=O)Nc2ccc(N3CCOCC3)cc2)c1,1.9%,5.9%,2.0%,3.0%
C=C(N(C)C)[C@]1(C)C[C@H]1[C@H](NC(=O)CNC(=O)OCc1ccccc1)c1ccccc1,x,-10.0%,-8.5%,-2.2%
CC1=CS(=O)(=O)CC1Sc1ncn[nH]1 (stereo not drawn),x,25.5%,x,7.0%
CCc1cc(C(N)=S)ccn1,-1.0%,1.7%,-26.2%,-17.6%[1.84 µM]
O=C(CSc1nc2ccccc2c(=O)n1CCC(=O)N1CCCCC1)NCc1ccccc1,-1.5%,11.5%,-10.9%,2.8%
CCCc1cc(=O)oc2cc(C)cc(OC(=O)c3ccco3)c12,-3.4%,29.0%,-12.0%,18.0%
Cc1ccc2onc(CNC(=O)N3CCN(c4cccc(C)c4C)CC3)c2c1,-0.1%,-7.1%,u,1.9%
CCOc1ccc(-c2cnc(NCc3cccc(Cl)c3)n2C)cc1,0.8%,-23.7%,-27.9%[10.9 µM],-7.3%
CCOC(=O)c1c(C)oc2ncnc(Nc3ccc(OC)cc3OC)c12,-1.2%,-2.4%,-11.4%[10.9 µM],-3.1%
CCOC(=O)C1CCN(C(=O)c2n[nH]c(=O)c3ccccc23)CC1,0.3%,-4.6%,-7.8%,-4.8%
CNC(=O)c1c(NC(=O)c2cc(=O)c3ccccc3o2)sc2c1CCC2,u,-6.0%,13.1%[10.9 µM],1.8%
CC(C)(C)CC(=O)Nc1nnc(-c2cccs2)s1,-3.7%,-3.6%,-4.6%,2.7%
COc1ccc(C)cc1NS(=O)(=O)c1ccc2c3c(cccc13)C(=O)N2,u,17.4%,6.7%[10.9 µM],-10.6%
Cc1ccc(C(c2sc3nc(-c4ccco4)nn3c2O)N2CCOCC2)cc1 (stereo not drawn),-1.1%,-7.2%,16.0%[10.9 µM],-0.6%
O=c1[nH]c(CSc2nnc(NCCCN3CCOCC3)s2)nc2cc(Cl)ccc12,-0.3%,3.2%,-5.3%,-0.9%
COc1cccc(C2CC(=O)Nc3c2c(=O)nc2c(C)cccn32)c1 (stereo not drawn),3.3%,-5.3%,-15.2%[10.9 µM],-4.6%
Cc1cc(Nc2ncc(Cl)cc2Cl)n(-c2ccccn2)n1,-1.2%,5.1%,-4.6%,-2.3%
O=C1C=C(NCc2ccco2)CC(c2ccc(Cl)cc2)C1 (stereo not drawn),0.6%,2.5%,-13.5%,-2.1%
Cc1ccn2cc(C(=O)NC3CCN(Cc4ccccc4)CC3)nc2c1,3.7%,-11.9%,-9.9%,-12.0%

# Screens (PubChem BioAssay)
